Screening data: PubChem BioAssay, several laboratories
RTF Ca sens inh – cardiac RTF calcium desensitization | P19429+P45379 | IANBD-labeled cardiac RTF, Ca2+ fluorescence | inhibition, % at 7.15 µM | 0.12% of 340,000 active | AID 493244;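 active means inhibition above the mean inhibition of all tested compounds plus 3 SD, cut at about 17% in these data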;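 further: assay run at fixed EC70 calcium of 1.6 mM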
NSD2 inh – blocks human histone methyltransferase NSD2. O96028. NSD2 peptide methylation, AlphaScreen, 120 min. inhibition, % at 12.5 µM. 0.54% of 310,000 active; in the data active means inhibition above about 50%
CAL PDZ FP-1 – human CAL PDZ-peptide interaction inhibition; Q9HD26; 0.02% of 330,000 active; purified CAL PDZ, TMR-peptide fluorescence polarization, 1 h; AID 504414; inhibition, % at 20 µM;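 active means highest replicate inhibition of at least 40%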;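 further: plate controls were DMSO neutral control wells for no effect and unlabeled competitor peptide control wells for full effect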
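material = purified tagged CAL PDZ domain construct (CerCALP) | compound dosing = 20 µM, one dose | times = 1 h at RT | measured by = fluorescence polarization from S- and P-plane intensities, G-factor corrected | read-out = inhibition from polarization loss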
LANA DNA inh – KSHV C-LANA DNA binding inhibition; MBP-C-LANA/FAM-LBS DNA binding, fluorescence polarization; inhibition, % at 9 µM; 0.078% of 340,000 active; AID 504423;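 active means highest replicate inhibition at or above 60% at 9 µM, even if other replicates fall short; inactive means all replicates below 60% inhibition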;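 further: 0% = neutral control wells and 100% = 4 µM acridine orange control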
V-ATPase pH – yeast V-ATPase proton transport regulation by pHLuorin; S. cerevisiae, pHLuorin cytosolic pH fluorescence; response, % at 10 µM; 0.37% of 350,000 active; in the data active means response mostly above about 7.3%, no sharp cut-off; inactive means mostly below about 5.4%; further: actives read high; inactives centre near 0; some compounds called inactive have numbers as strong as hits; reference of the scale not given here
DAGLB inh – diacylglycerol lipase beta (human) inhibition; Q8NCG7; HEK293T DAGLB membrane lysate, EnzChek fluorogenic substrate; inhibition, % at 5.17 µM; 0.059% of 340,000 active; AID 504411; in the data active means inhibition above about 34%;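 further: 0% = enzyme with vehicle and 100% = wells lacking enzyme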
Keap1 Nrf2 FP – inhibitors of human Keap1-Nrf2 protein-protein interaction. inhibition, % at 9.4 µM. Keap1 Kelch-Nrf2 peptide fluorescence polarization, 1536-well. 0.15% of 340,000 active. Q14145; in the data active means inhibition above about 12%;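 further: human Keap1 Kelch domain with fluorescein labeled Nrf2 9mer peptide probe; 0% = neutral control wells and 100% = peptide positive control; higher means more block of Keap1 binding to Nrf2 peptide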
Target sequence (Q14145 whole entry, looked up, the tested form may be a part): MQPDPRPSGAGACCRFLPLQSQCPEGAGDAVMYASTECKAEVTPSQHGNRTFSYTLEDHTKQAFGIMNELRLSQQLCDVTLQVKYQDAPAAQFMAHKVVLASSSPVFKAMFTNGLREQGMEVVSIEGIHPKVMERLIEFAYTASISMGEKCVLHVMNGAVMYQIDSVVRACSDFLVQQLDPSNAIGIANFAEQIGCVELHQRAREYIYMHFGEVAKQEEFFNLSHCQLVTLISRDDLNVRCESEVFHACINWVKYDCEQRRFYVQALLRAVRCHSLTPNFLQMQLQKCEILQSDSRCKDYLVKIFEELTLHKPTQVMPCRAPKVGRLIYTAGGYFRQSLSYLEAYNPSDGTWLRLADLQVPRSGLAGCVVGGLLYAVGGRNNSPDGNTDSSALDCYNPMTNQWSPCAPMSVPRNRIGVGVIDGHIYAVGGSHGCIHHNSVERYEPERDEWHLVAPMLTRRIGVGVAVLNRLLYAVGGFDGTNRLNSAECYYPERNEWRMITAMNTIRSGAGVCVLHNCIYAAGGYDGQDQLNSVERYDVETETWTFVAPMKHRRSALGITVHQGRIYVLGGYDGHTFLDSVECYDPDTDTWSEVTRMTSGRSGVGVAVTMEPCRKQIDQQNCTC
DSG3 Ab inh – blocks pemphigus antibody binding to human desmoglein-3; 0.48% of 310,000 active; binding (percent of control), % at 10 µM; DSG3-coupled beads, scFv-anti-DSG3-GFP binding, flow cytometry; active compounds read low;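 active means binding more than 3 SD below its plate's average and above zero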;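 further: hits lower antibody fragment binding to DSG3; some compounds called inactive have numbers as strong as hits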
Arr AP2 block – inhibitors of human beta-arrestin and AP2 interaction; 0.31% of 340,000 active; AID 504490; FITC-arrestin peptide / GST-AP2 beads, flow cytometry; AP2 beta2 appendage carries R879A mutation; inhibition, % at 10 µM;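 active means inhibition above a set limit, near 3 SD of compounds lacking own fluorescence, cut at about 54% in these data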;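 further: plate controls were DMSO wells for no effect and 5 µM unlabelled arrestin peptide for full effect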
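Material – AP2 appendage R879A on GSH beads · Buffer or medium – PBS with 0.05% Tween 20 and 0.1% BSA · Probe or stimulus – fluorescein-tagged arrestin peptide at 50 nM final · Incubation – compound with beads 12 min RT, then probe 1 h RT · Detection – high-throughput flow cytometry of beads, ex 488, em 535 nm · Evaluation – percent response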
CAL PDZ FP-2 – CAL PDZ (human) peptide binding inhibition; purified CAL PDZ, TMR-peptide fluorescence polarization, 1 h; AID 602252; Q9HD26; inhibition, % at 24.9 µM; 0.92% of 300,000 active;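 active means mean inhibition of at least 30% with at least half of replicates also reaching 30%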;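 further: 0% = DMSO neutral control and 100% = excess unlabeled competitor peptide PRC23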
Active calls of the source: *; nt = no result given. These rows are one share of the data, so the mix of outcomes need not match the whole.

SMILES	RTF Ca sens inh	NSD2 inh	CAL PDZ FP-1	LANA DNA inh	V-ATPase pH	DAGLB inh	Keap1 Nrf2 FP	DSG3 Ab inh	Arr AP2 block	CAL PDZ FP-2
COc1ccc(C(CNC(=O)c2ccc3c(c2)OCCO3)N(C)C)cc1 (stereo not given)	-9	6	-0.7	-1.2	2	-2	-1	101	25	-4
Clc1ccc(Nc2nc(-c3cccnc3)cs2)cc1	-6	0	0.4	1.7	1	-3	0	105	30	-4
O=S(=O)(Cc1ccccc1)NCC1CCCN(Cc2cccc3nonc23)C1 (stereo not given)	0	0	-2.7	3.0	-1	1	-3	99	35	-2
COc1ccc(-c2cc(=O)c3c(O)cc(O)cc3o2)cc1	3	nt	0.9	1.1	-3	3	-2	nt	5	0
COc1ccc(Cc2nnc(NC(=O)c3ccccc3)s2)cc1OC	-1	-3	0.2	0.4	0	-1	-3	113	0	-2
O=S(=O)(NCC(c1ccc2c(c1)OCO2)N1CCOCC1)c1ccc(Cl)cc1 (stereo not given)	10	-6	-0.8	-2.0	0	-4	-5	115	-5	0
CCOc1ccccc1C(=O)Nc1ccsc1C(=O)OC	-18	-6	-1.9	0.4	1	-7	-2	102	7	-8
CNC(=O)NC(=O)CSc1nc(-c2cccs2)c(C#N)c(=O)[nH]1	-1	-4	-0.3	-0.6	-2	3	1	99	-9	5
Cc1cccc(Oc2nc(-c3ccccc3)cc(C)c2S(C)(=O)=O)c1C	3	-1	-0.3	-1.2	1	-6	2	94	33	1
COc1ccc(-c2cc(=O)oc3cc(OC(C)C(=O)O)ccc23)cc1 (stereo not given)	-14	1	-2.0	3.3	0	3	1	nt	5	1
CC(=O)Nc1ccc(NC(=O)COc2cc(O)c3c(c2)OC(C)(C)CC3=O)cc1	1	nt	-1.5	-1.3	1	0	-1	100	-2	2
O=C(OCc1nnc(-c2ccc([N+](=O)[O-])cc2)o1)C1CC(=O)N(CCc2ccccc2)C1 (stereo not given)	-6	2	-0.6	-6.5	3	0	0	100	6	-4
O=[N+]([O-])c1cnc(Sc2ccncn2)c([N+](=O)[O-])c1	nt	8	nt	nt	2	-1	nt	98	nt	nt
Cc1ccc(SCC(=O)N2c3ccccc3Sc3ccccc32)cc1	1	0	-0.6	0.8	4	-17	0	109	-12	-2
COc1ccc(C(O)P(=O)(O)CCc2ccccc2)cc1 (stereo not given)	5	-1	0.4	-0.6	-5	1	0	99	62*	-5
COc1cccc2c(=O)c3cccc(N)c3[nH]c12	-1	0	1.7	-0.6	2	14	3	104	3	-2
Cc1ccc(NC(=O)NCc2c(C)nn(C)c2C)cc1Cl	-7	-2	-3.4	-1.8	2	1	-2	nt	22	-5
CCCNC(=O)c1ccc(COc2ccc(CCC)cc2OC)o1	-11	0	-1.6	0.2	0	-1	-1	94	34	2
CC(Oc1ccc(Br)cc1)C(=O)NCC(c1ccco1)N1CCCCC1 (stereo not given)	-17	16	0.2	-0.6	-2	-5	-2	118	-37	-14
CC(=O)NCc1cn2c(C)csc2n1	-7	nt	0.8	-1.1	3	0	-1	97	0	6
COc1cccc(-c2nc(CS(=O)CC(=O)NCCCOC(C)C)c(C)o2)c1 (stereo not given)	-7	0	0.9	0.8	3	1	2	103	8	-3
Cc1c(NS(=O)(=O)c2cccc(C(=O)N3CCC(C)CC3)c2)c(=O)n(-c2ccccc2)n1C	-4	-1	0.6	-3.7	-4	0	1	119	9	1
N#CCCn1c(O)c(N=NC(=O)CNC(=O)c2cccs2)c2ccccc21	-3	2	-3.3	0.7	4	-4	3	96	-16	-3

Grouped by structure: the compounds so far with an aryl methoxy group.
SMILES	RTF Ca sens inh	NSD2 inh	CAL PDZ FP-1	LANA DNA inh	V-ATPase pH	DAGLB inh	Keap1 Nrf2 FP	DSG3 Ab inh	Arr AP2 block	CAL PDZ FP-2
COc1ccc(C(CNC(=O)c2ccc3c(c2)OCCO3)N(C)C)cc1 (stereo not given)	-9	6	-0.7	-1.2	2	-2	-1	101	25	-4
COc1ccc(-c2cc(=O)c3c(O)cc(O)cc3o2)cc1	3	nt	0.9	1.1	-3	3	-2	nt	5	0
COc1ccc(Cc2nnc(NC(=O)c3ccccc3)s2)cc1OC	-1	-3	0.2	0.4	0	-1	-3	113	0	-2
COc1ccc(-c2cc(=O)oc3cc(OC(C)C(=O)O)ccc23)cc1 (stereo not given)	-14	1	-2.0	3.3	0	3	1	nt	5	1
COc1ccc(C(O)P(=O)(O)CCc2ccccc2)cc1 (stereo not given)	5	-1	0.4	-0.6	-5	1	0	99	62*	-5
COc1cccc2c(=O)c3cccc(N)c3[nH]c12	-1	0	1.7	-0.6	2	14	3	104	3	-2
CCCNC(=O)c1ccc(COc2ccc(CCC)cc2OC)o1	-11	0	-1.6	0.2	0	-1	-1	94	34	2
COc1cccc(-c2nc(CS(=O)CC(=O)NCCCOC(C)C)c(C)o2)c1 (stereo not given)	-7	0	0.9	0.8	3	1	2	103	8	-3
